HIV fusion peptide – inhibitors of HIV fusion peptide binding, primary screen, biochemical, uHTS, fluorescence dequenching (AID 1986) | cell-free peptide binding, fluorescence dequenching, 30 min; higher % means a stronger effect | one-dose inhibition, % at 20 µM; IC50 in µM for titrated hits | 290,000 compounds, 0.3% hits; in the data active = inhibition mostly above about 52%, no sharp cut-off; inactive = mostly below about 76%; note: some results filed as inactive read as strong as hits
Dynein transport – inhibitors of GR-EGFP nuclear translocation, primary screen, dynein cargo transport inhibitor project, imaging, high-content, 3617.4 mouse cells | 220,000 compounds, 0.47% hits | test concentration mostly 20 µM; stimulated with dexamethasone, 1 µM; stronger effect = lower value | z-score, hits read low | AID 1381, 2008;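 active = plate z-score of nuclear minus cytoplasmic receptor signal below a set negative limit, without overly bright fluorescence or cell loss, cut at about -3.5 in these data, passing the limit was not always enough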;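 note: z-score of nuclear minus cytoplasmic ring GR-EGFP intensity difference per well; some compounds called inactive have numbers as strong as hits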
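Buffer or medium: tetracycline-free induction medium containing charcoal-stripped FBS / Reagent: dexamethasone agonist, 1.0 µM final, for 30 min / Technique: automated 10x imaging of fixed Hoechst-stained cells / Times: induction 48 h, compound 1 h, agonist 30 min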
b-catenin transl – modulators of beta-catenin nuclear translocation, primary screen, imaging, HeLa cells, immunofluorescence, high-content | nuclear translocation activity, % at 5 µM | 190,000 compounds, 0.3% hits | AID 1665, 2009;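 active = nuclear translocation activity above 50% at 5 µM, with a well cell count of 50 or more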;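 note: per-cell ratio of nuclear to cytoplasmic median beta-catenin stain intensity; plate controls were DMSO negative control for no effect and GSK-3 inhibitor IX positive control for full effect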
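Test system: HeLa cells, endogenous beta-catenin; Compound: single 5 µM dose plus 0.02–20 µM confirmation series; Times: compound exposure 24 h at 37°C; Signal: fluorescence imaging of beta-catenin antibody stain plus DAPI; Read-out: % activation, nuclear-to-cytoplasmic median beta-catenin signal ratio per cell.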
WT yeast gro inh – growth inhibition of WT strain, primary screen, mitochondrial fusion inhibitor project, WT and mutant strains, chemical genetic; inhibition, % at 10 µM; mitochondrial fusion phenotypic screen; 190,000 compounds, 2.1% hits; in the data active = inhibition above about 58%; tested in S. cerevisiae
Insulin prom up – insulin promoter activators in MIN6 cells, imaging, high-content screening, mouse beta cells. AID 1625, 2009. 190,000 compounds, 0.3% hits. MIN6 insulin promoter-GFP reporter; stronger effect = higher value. z-score at 5 µM;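 active = z-score above 3 at 5 µM with at least 500 cells counted in the well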
MT stabilize HCS – microtubule stabilizers in HeLa cells, primary screen, imaging, high-content imaging. HeLa tubulin immunostaining HCS, 24 h; share of cells brighter than vehicle mean+2SD. % tubulin-high responders, % at 10 µM. 200,000 compounds, 0.83% hits. AID 2205, 2009;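 active = plate Z-score above 3 for both tubulin-high and condensed-nucleus cell shares, with cell loss under 80%, at 10 µM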;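 note: anti alpha tubulin signal scored within the nucleus-defined area of each cell; some results filed as inactive read as strong as hits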
AID2073 – inhibitors of Mint1-CaV2.2 protein interaction, biochemical, HTRF (AID 2073); Voltage-dependent N-type calcium channel subunit alpha-1B (Homo sapiens); HTRF protein-protein interaction, Mint1-CaV2.2; higher % means a stronger effect; inhibition, % at 20 µM, or IC50 in µM where a hit was titrated; 290,000 compounds, 0.19% hits; in the data active = inhibition mostly above about 51%, no sharp cut-off; note: some results filed as inactive read as strong as hits
Yfh1-off respiration – enhancers of respiration in Yfh1-depleted yeast, dose response, Friedreich's ataxia, plus single-dose screen (AID 1465); S. cerevisiae Yfh1-off respiration, WST-1 reduction, 72 h; higher fold induction means a stronger effect; fold induction at 50 µM, or EC50 in µM where a hit was titrated; 220,000 compounds, 0.074% hits;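 active = fold induction of absorbance versus untreated yeast above a set limit, then at least 30% activation at any dose in follow-up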;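 note: activators that raise dye reduction in frataxin-depleted yeast; strong numbers were not always called active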
Autophagy HCS – autophagy modulators in MEF cells, primary screen, imaging, high-content, MEF GFP-LC3; MEF GFP-LC3 puncta imaging; test concentration mostly 10 µM; calls only at 10 µM (by protocol); 190,000 compounds, 0.98% hits;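 active = percentage of spot-positive cells more than 3 SD above its plate mean, without a fluorescence outlier flag or 80% toxicity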;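 note: spot-positive cell cutoff set from DMSO-treated cells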
WT yeast gro inh mutant strain – further read-out of WT yeast gro inh, marked with its call; inhibition, %; mitochondrial fusion phenotypic screen, mutant strain inhibition
Dynein transport cytoplasmic EGFP – second read-out of Dynein transport, no call of its own (marks repeat the call); z-score; measured here: cytoplasmic GR-EGFP intensity; stronger effect = higher value
Dynein transport nuclear GR-EGFP – further read-out of Dynein transport, marked with its call; z-score; measured here: nuclear GR-EGFP intensity;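 lower value marks the stronger effect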
Dynein transport cell count – second read-out of Dynein transport, no call of its own (marks repeat the call); z-score; measured here: cell count per field
Insulin prom up cell count – recorded beside Insulin prom up, whose call it bears; cell count; measured here: cytotoxicity, nuclei count;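 total cells summed across four imaged fields per well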
b-catenin transl cell count 5 µM – second read-out of b-catenin transl, no call of its own (marks repeat the call); cell count; measured here: cell count, cytotoxicity flag
MT stabilize HCS Hoechst-high % – recorded beside MT stabilize HCS, whose call it bears; % Hoechst-high responders; measured here: nuclear condensation Hoechst responders;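 share of cells brighter than vehicle mean plus two SD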
MT stabilize HCS cytotoxicity % – recorded beside MT stabilize HCS, whose call it bears; toxicity, %; measured here: cytotoxicity by cell density;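 0% = mean cell density of plate MIN control wells and 100% = no cells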
Autophagy HCS cell loss 18 h – recorded beside Autophagy HCS, whose call it bears; toxicity, %; measured here: cell loss, nuclei count;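 cell loss after 18 h compound exposure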
Numbers without * were called inactive; i = inactive; · = not tested or not shown.

SMILES	HIV fusion peptide	Dynein transport	Dynein transport cytoplasmic EGFP	Dynein transport nuclear GR-EGFP	Dynein transport cell count	b-catenin transl	b-catenin transl cell count 5 µM	WT yeast gro inh	WT yeast gro inh mutant strain	Insulin prom up	Insulin prom up cell count	MT stabilize HCS	MT stabilize HCS Hoechst-high %	MT stabilize HCS cytotoxicity %	AID2073	Yfh1-off respiration	Autophagy HCS	Autophagy HCS cell loss 18 h
CCc1ccc(NS(=O)(=O)c2ccc3[nH]cc(C(=O)N4CCc5ccccc54)c(=O)c3c2)cc1	5.8%	-0.5	-0.19	0.1	-1.4	-2.7	1035	-11	-18	1.1	1529	5.1	2.0	6.4	21%	i	i	6
O=C(/C=C/c1ccco1)NCCc1ccccc1	7.4%	0.43	-0.33	-0.043	0.56	0.3	1106	4	-6	0.56	1323	1.7	1.7	6.0	5%	i	i	-1
CC1(C)CC(CC(=O)O)(c2ccc(Cl)cc2)CCO1 (stereo not drawn)	-4.9%	2	0.18	1.3	-1.5	-0.9	1015	-1	-7	0.62	789	2.3	1.6	4.7	-6%	i	i	-2
O=C(c1ccccc1)c1ccc2c(c1)OCCOCCOCCOCCO2	-1.6%	0.2	-0.22	-0.019	0.36	-1.4	1370	·	·	0.16	983	·	·	·	4%	i	·	·
CC(=O)Nc1ccc(S(=O)(=O)N2CCCN(S(=O)(=O)c3ccc(NC(C)=O)cc3)CC2)cc1	-1.4%	-0.27	0.00095	0.51	-0.08	·	·	-10	-8	-0.71	1222	4.7	2.4	8.5	-3%	i	i	1
COc1cccc(-n2c(C)c(C(C)=O)c(C(C)=O)c2C)c1	3.0%	-0.53	-0.21	-0.22	-0.092	0.2	1078	-6	-2	-0.58	1236	2.0	0.7	4.4	9%	i	i	-1
O=C(CSc1nnc(-c2ccncc2)n1-c1ccc(Cl)cc1)Nc1ccc(C(=O)O)cc1	1.8%	0.044	-0.32	-0.54	-0.65	-0.6	1096	-14	-10	0.79	1314	3.6	2.2	3.3	16%	i	i	-1
COc1ccccc1OCc1n[nH]c(=S)n1Cc1ccccc1	0.4%	0.29	-0.2	0.063	-0.34	1.8	1051	-27	-15	0.15	1365	3.3	3.0	7.9	-8%	i	i	-2
CC(=O)Nc1ccc(S(=O)(=O)Nc2cccc3[nH]ncc23)cc1	0.0%	-0.72	-0.23	-0.42	0.49	0.8	1078	-18	2	-0.16	1270	1.6	2.2	5.8	-4%	i	i	13
CC(C)(C)c1csc(N(CCC#N)CCC#N)n1	-1.0%	-0.61	0.048	-0.00053	0.23	·	·	-5	6	0.1	938	0.9	1.0	6.7	-2%	i	i	0
CCOc1ccc(-n2cnnn2)cc1S(=O)(=O)NCc1ccccc1	-2.3%	0.31	-0.23	0.12	-0.21	0.3	1034	-16	8	-0.24	1269	4.0	2.6	2.4	4%	i	i	30
CC(=O)c1ccc(OC(=O)c2ccc(-n3nc(C)cc3C)cc2)cc1	4.5%	-1.2	-0.24	-0.59	0.52	2.6	1075	-3	-4	0.19	1321	1.7	2.0	5.3	7%	i	i	-1
CC1CC(C)CN(CCCNC(=O)c2csc3c2CCCC3)C1 (stereo not drawn)	-1.4%	2	0.33	1.2	-1	-0.3	1189	21	10	0	888	1.2	1.1	2.4	6%	i	i	5
COCCn1c(SCC(N)=O)nc2c(c1=O)SC(C)C2 (stereo not drawn)	-2.1%	2.7	-0.11	1.6	-0.83	3.8	993	12	2	0.42	1232	2.3	1.3	1.3	2%	i	i	11
Cc1cccc(NCC(=O)N/N=C\c2c[nH]c3ccccc23)c1	-2.2%	0.32	-0.3	0.2	0.35	24	326	3	-4	·	·	3.6	45	29	-7%	i	i	-30
Clc1ccc(C[n+]2cc(-c3ccccc3)n3c2CCC3)cc1	-1.2%	-0.76	-0.27	-0.38	0.61	0.8	1272	·	·	-1.7	868	·	·	·	2%	i	·	·
CCOc1ccc(Cc2nnc(SCC(=O)c3ccc(OC)cc3)o2)cc1	1.7%	-0.59	-0.33	-0.11	0.5	-1.9	1141	2	-2	0.82	1196	3.5	4.2	2.3	-2%	i	i	14
O=C(NC(=S)NNC(=O)c1ccccc1O)c1cccnc1	15%	-0.49	-0.2	-0.28	0.97	-3.3	1122	14	-1	0.43	1621	2.8	1.6	1.8	15%	i	i	-8
COc1ccc(-n2c(C)c([N+](=O)[O-])c3ccc(O)c(CN4CCCCC4)c32)cc1	0.7%	-0.74	-0.46	-0.16	0.27	·	·	-8	1	0.67	991	2.9	1.1	6.5	-8%	i	i	6
CC(=O)Nc1ccc(S(=O)(=O)Nc2nc3ccccc3nc2Nc2cccc(S(N)(=O)=O)c2)cc1	21%	0.42	-0.27	-0.081	-0.024	0.7	1283	·	·	0.49	1505	·	·	·	10%	i	·	·
Cn1ccc(C(=O)Oc2ccc(C(=O)Nc3ccc(F)cc3F)cc2)n1	-0.2%	0.45	-0.1	0.15	-0.024	-2.9	1087	-5	-23	-0.17	1152	3.7	3.1	11	8%	i	i	9
COC(=O)c1cc(=O)n(C2CC2)c(=NC2CC2)s1	-0.4%	-1.8	1.5	-0.49	-0.072	1.8	1387	19	2	-0.26	1464	5.1	3.6	7.6	-6%	i	i	-8
CC(=O)NC(C)c1nc2ccccc2n1C(C)C (stereo not drawn)	0.1%	-1.3	-0.27	-0.58	0.62	-2.2	1115	-10	-5	·	·	3.8	1.9	5.0	8%	i	·	·
O=C1CC(C(=O)Nc2ncccn2)C(c2ccccc2)O1 (stereo not drawn)	-2.3%	-0.11	-0.24	-0.14	0.44	-0.3	1044	4	-2	·	·	3.6	2.7	2.3	18%	i	i	-5
COCCCNC(=S)NC1CC2CCCC(C1)N2Cc1ccco1 (stereo not drawn)	-1.5%	-0.68	-0.12	-0.53	-0.15	0.3	1002	99*	97*	-0.12	1675	3.4	1.7	1.6	6%	i	i	18

Next section:
SMILES	HIV fusion peptide	Dynein transport	Dynein transport cytoplasmic EGFP	Dynein transport nuclear GR-EGFP	Dynein transport cell count	b-catenin transl	b-catenin transl cell count 5 µM	WT yeast gro inh	WT yeast gro inh mutant strain	Insulin prom up	Insulin prom up cell count	MT stabilize HCS	MT stabilize HCS Hoechst-high %	MT stabilize HCS cytotoxicity %	AID2073	Yfh1-off respiration	Autophagy HCS	Autophagy HCS cell loss 18 h
CCC(C)(C)NC(=O)/C=C/c1ccccc1[N+](=O)[O-]	-1.1%	-0.55	-0.24	0.025	0.05	-5.4	1086	-16	7	-0.45	1205	7.0	2.0	11	0%	i	i	-8
CC1=C(C)Cc2c(OC(=O)c3ccccc3)ccc(OC(=O)c3ccccc3)c2C1	0.5%	0.075	-0.24	-0.094	0.33	0.1	1326	·	·	0.44	1033	·	·	·	11%	i	·	·
O=C(c1cc(-c2ccccc2O)on1)N1CCc2ccccc2C1	-2.2%	0.41	-0.18	0.23	-0.06	0.3	1113	17	4	0.03	969	2.0	2.7	8.9	-2%	i	·	·
COC(=O)C1=C(C)NC(=O)/C1=C\c1cc(C)n(-c2ccc(F)cc2)c1C	19%	0.77	0.34	0.75	0.44	0.3	1535	-4	16	-0.35	1419	1.6	2.9	11	50%	i	i	16
COc1ccc(C(=O)CSc2nnc(COc3ccccc3)n2Cc2ccco2)cc1	-2.3%	2.7	3.3	2.5	-2.4	-1.1	852	4	11	1.3	988	12	8.3	4.6	-6%	i	i	-12
Cc1ccc(NC(=O)OCCN2CCN(Cc3ccccc3)CCC2=O)cc1C	-0.4%	0.13	-0.12	0.38	0.32	·	·	5	-16	0.3	1310	2.9	1.6	6.3	-1%	i	i	9
CN1CCN(S(=O)(=O)c2ccc(NC(=O)c3csc4ccccc34)cc2)CC1	-1.3%	-1.1	-0.27	-0.69	0.44	1.8	1185	1	-12	-0.38	1258	3.2	2.1	6.2	-1%	i	i	-3
CC1CCN(CCCn2c(=S)[nH]c3c(sc4ccc([N+](=O)[O-])cc43)c2=O)CC1	-2.0%	2	-0.33	1	-0.62	5.4	970	-6	-45	·	·	3.1	1.4	1.1	-12%	i	i	7
c1ccc(CSc2nnc(NC3=NCCCCC3)s2)cc1	-1.1%	-0.42	-0.43	-0.37	0.065	-2.5	758	22	25	0.38	1006	4.8	3.5	1.4	20%	i	i	12
CCN(CC)S(=O)(=O)c1ccc(OC)nc1	0.4%	-0.0082	-0.19	0.84	0.077	-0.8	1461	-14	2	0.95	1320	2.1	1.9	4.1	16%	i	i	0
CNCc1cc(Cl)cc(OC)c1OC(C)C	0.4%	0.24	-0.28	0.93	-0.35	-3.1	1127	11	14	1.2	1587	1.0	1.8	1.6	-4%	i	i	3
COC(=O)CSc1nnc(CNC(=O)c2ccccc2OC)n1C	-0.5%	-0.59	-0.19	-0.24	0.073	1.6	713	-7	2	0.03	1254	3.3	2.5	1.4	-14%	i	i	-13
O=C(CCCCCN1C(=O)c2ccccc2C1=O)NCc1ccccn1	2.2%	-0.22	-0.32	0.22	0.35	·	·	-12	-10	·	·	4.9	3.0	4.8	6%	i	i	14
CC(C)CC(=O)Nc1ccc(C(=O)Cn2nc(C(=O)O)c3ccccc3c2=O)cc1	-0.1%	-0.3	-0.26	-0.14	0.84	-0.4	1198	-6	-21	·	·	2.0	1.8	4.4	19%	i	i	-10
